# Hsp70 act: Hsp70 transcriptional activators, primary screen, cell-based, HeLa, Hsp70 promoter luciferase, luminescence, 10 µM; activation, % at 10 µM; HeLa Hsp70 promoter luciferase reporter; scaled: vehicle 0, proteasome-inhibitor control 100%; actives 0.04% (n = 200,000); AID 1203, 2008;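 active means activation above the mean across all tested compounds plus 3 SD, cutoff set per campaign, cut at about 5.5% in these data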;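 further: 100% = MG132 at 30 µM as the positive control and 0% = DMSO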
# APP 5'UTR act: activators of APP 5'UTR luciferase reporter, primary screen, SH-SY5Y cells. SH-SY5Y APP 5'UTR luciferase reporter, luminescence; zero percent = DMSO vehicle wells. activation, % at 2 µM. actives 1% (n = 190,000);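 active means activation above a set limit, based on mean plus 3 SD of controls, cut at about 140% in these data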; further: values of inactives mirror those of a sister screen read the other way
# NF-kB expr up: activators of NF-kB expression in neurons, primary screen, cell-based, HTS; human neuronal cells, NF-kB reporter expression; stronger effect = higher value; fold change at 12.5 µM; actives 1.6% (n = 190,000); AID 1239, 2008; in the data active means fold change above about 3.3
# STAT3 activator: IL-6 driven STAT3 reporter potentiators, primary screen, U3A cells, luciferase, luminescence, MLSCN library. actives 0.91% (n = 190,000). activation (% of control), % at 5.6 µM. IL-6 STAT3-luciferase reporter; 100% = signal with IL-6 EC80 alone;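 active means activation above the screen-wide mean of compound activation plus 3 SD, cut at about 130% in these data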;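 further: 0% = background luminescence of wells with medium and substrate only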
#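 Test system: Human STAT1-deficient U3A cells with stable STAT3-luciferase reporter | Also added: Interleukin-6, 33 ng/mL | Timing: Compound pre-incubation 1 h before IL-6, then 6 h stimulation at 37 °C | Technique: Luciferase reporter luminescence | Read-out: Percent of IL-6-only median luminescence | Benchmarks: IL-6-only wells as 100% reference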
# STAT1 activator: STAT1 signaling activators, primary screen, cell-based, HTS, luciferase reporter | NIH 3T3 STAT1-luciferase reporter, IFN-gamma, luminescence; 100% = IFN-gamma alone, no compound | activation (% of control), % at 5.5 µM | actives 2.6% (n = 200,000) | AID 932, 2007;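 active means activation above the screen-wide mean activation plus 3 SD, cut at about 130% in these data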;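 further: raw ratio to IFN-gamma control signal so 100% means no change and 0% no light; values of inactives mirror those of a sister screen read the other way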
# STAT1 blocker: STAT1 signaling inhibitors, primary screen, cell-based, HTS, luciferase reporter. NIH 3T3 STAT1-luciferase reporter, IFN-gamma, luminescence. inhibition, % at 5.5 µM. actives 0.35% (n = 200,000);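 active means inhibition above a set limit, the mean inhibition across all tested compounds plus 3 SD, cut at about 34% in these data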;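 further: 0% = IFN-gamma with DMSO and 100% = IFN-gamma with 300 µM nifuroxazide; values of inactives mirror those of a sister screen read the other way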
# TLR4 MyD88 comp: inhibitors of TLR4-MyD88 association in cells, primary screen, cell-based, HeLa CL3-4, BLA complementation, FRET ratio; HeLa CL3-4 TLR4/MyD88 BLA complementation; inhibition, % at 8.4 µM; actives 0.18% (n = 200,000); AID 861, 2007; in the data active means inhibition above about 25%;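 further: 0% = vehicle and 100% = reference inhibitor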
# Target sequence (O00206 whole entry, looked up): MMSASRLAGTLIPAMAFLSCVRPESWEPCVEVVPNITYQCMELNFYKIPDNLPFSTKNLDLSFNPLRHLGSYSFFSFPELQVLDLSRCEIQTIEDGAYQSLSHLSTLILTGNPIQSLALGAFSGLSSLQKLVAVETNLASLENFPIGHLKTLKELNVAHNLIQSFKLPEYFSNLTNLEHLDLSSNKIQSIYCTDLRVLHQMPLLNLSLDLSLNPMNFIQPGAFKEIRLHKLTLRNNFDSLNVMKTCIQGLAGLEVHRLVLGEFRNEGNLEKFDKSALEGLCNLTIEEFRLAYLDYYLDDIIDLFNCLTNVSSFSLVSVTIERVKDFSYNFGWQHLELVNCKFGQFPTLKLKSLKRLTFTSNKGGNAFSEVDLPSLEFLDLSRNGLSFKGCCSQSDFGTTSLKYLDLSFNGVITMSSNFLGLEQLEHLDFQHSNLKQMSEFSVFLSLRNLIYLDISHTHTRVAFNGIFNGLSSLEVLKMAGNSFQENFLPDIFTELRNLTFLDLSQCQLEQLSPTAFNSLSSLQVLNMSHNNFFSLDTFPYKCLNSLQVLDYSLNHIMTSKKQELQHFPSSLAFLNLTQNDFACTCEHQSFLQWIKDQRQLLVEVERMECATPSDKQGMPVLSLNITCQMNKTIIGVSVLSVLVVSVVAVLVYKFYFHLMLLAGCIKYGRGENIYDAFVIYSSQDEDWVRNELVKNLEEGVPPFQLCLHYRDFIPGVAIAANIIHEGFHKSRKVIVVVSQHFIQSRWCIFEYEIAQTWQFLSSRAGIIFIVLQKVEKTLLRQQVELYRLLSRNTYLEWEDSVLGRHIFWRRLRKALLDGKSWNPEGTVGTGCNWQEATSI
# Target sequence (Q99836 whole entry, looked up): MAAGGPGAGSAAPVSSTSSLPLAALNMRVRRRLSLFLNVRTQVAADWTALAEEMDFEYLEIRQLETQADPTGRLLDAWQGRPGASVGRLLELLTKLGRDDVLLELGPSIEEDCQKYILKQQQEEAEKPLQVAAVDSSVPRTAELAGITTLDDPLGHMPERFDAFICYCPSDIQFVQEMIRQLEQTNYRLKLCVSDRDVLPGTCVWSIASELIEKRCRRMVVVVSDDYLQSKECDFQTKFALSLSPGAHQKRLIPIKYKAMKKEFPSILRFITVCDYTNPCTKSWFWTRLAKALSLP
# DTT redox prof: compounds producing H2O2 with reducing agent – biochemical, NIH compound library profiling, artefact control for MLSCN library redox annotation, primary screen. DTT-dependent redox cycling H2O2, phenol red/HRP absorbance; 100% = 100 µM peroxide control, 0% = buffer. activation, % at 10 µM. actives 0.03% (n = 200,000);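 active means activation of at least 50% relative to the plate's high and low controls in the primary single-dose screen; inactive means activation below 50%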;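 further: compound incubated with DTT at 0.8 mM final as the reducing agent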
# STAT3 inh: IL-6 driven STAT3 reporter inhibitors, primary screen, U3A cells, luciferase, luminescence, MLSCN library. IL-6 STAT3-luciferase reporter; host cell line lacks STAT1. actives 0.89% (n = 190,000). inhibition, % at 5.5 µM;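 active means inhibition above the mean inhibition across all screened compounds plus 3 SD, cut at about 44% in these data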;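 further: 0% = DMSO only wells and 100% = 100 µM nifuroxazide control wells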
# HMGR II inh: inhibitors of E. faecalis class II HMGR, primary screen, biochemical, Enterococcus faecalis; HMG-CoA reductase (Enterococcus faecalis, mvaE); purified E. faecalis HMGR, NADPH absorbance 340 nm kinetic; inhibition, % at 10 µM; actives 0.41% (n = 190,000); AID 1066, 2008;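 active means inhibition above a set limit, the median over all tested compounds plus 3 SD, cut at about 9.5% in these data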;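 further: enzyme runs in reverse so mevalonate oxidation gives rising NADPH absorbance; 0% = complete reaction with DMSO and 100% = background rate lacking mevalonate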
# Starred values were filed as active, the others as inactive; . = no result given. Some of the compounds tested; rates above refer to the full screens.
1. CNc1c2c(nn1C)CCCC2
2. COc1ccc2nc(NC(=O)Nc3ccccc3)sc2c1
3. COc1ccc2ccc(=O)oc2c1
4. C=C1c2cccc(O)c2C(O)=C2C(=O)[C@]3(O)C(O)=C(C(N)=O)C(=O)[C@@H](N(C)C)[C@@H]3[C@@H](O)[C@H]12
5. Cc1cccc(C)c1NC(=O)C1CCCCN1C (configuration not stated)
6. CCCCOc1ccc(CC(=O)NO)cc1
7. C/C=C(/C)C(=O)OC1c2c(ccc3ccc(=O)oc23)OC(C)(C)C1OC(=O)/C(C)=C\C (configuration not stated)
8. CCCCC1C(=O)N(c2ccccc2)N(c2ccccc2)C1=O

assay / compound,1,2,3,4,5,6,7,8
Hsp70 act,-0.2,-0.4,-0.2,-0.1,0.0,-0.3,-0.1,-0.3
STAT1 activator,98,205*,98,101,88,97,91,108
STAT3 inh,1,24,-3,.,2,-2,.,-7
STAT3 activator,108,81,100,.,101,104,.,108
NF-kB expr up,1.2,9.1*,0.95,0.86,1,1.3,0.92,1.1
HMGR II inh,-1,0,15*,1,-3,-2,6,1
APP 5'UTR act,3,189*,-4,-13,-1,6,16,-4
STAT1 blocker,3,-116,2,-3,13,3,9,-9
TLR4 MyD88 comp,-4,-10,2,-5,11,1,-223,8
DTT redox prof,0.9,-0.2,0.4,0.4,-0.6,0.1,-1.5,0.2

9. CN(C)CCOc1ccccc1Cc1ccccc1
10. O=c1cc(-c2ccc(O)cc2)oc2cc(O[C@@H]3O[C@H](CO)[C@@H](O)[C@H](O)[C@H]3O[C@@H]3OC[C@](O)(CO)[C@H]3O)cc(O)c12
11. C[C@@H]1C[C@H]2[C@@H]3C[C@H](F)C4=CC(=O)C=C[C@]4(C)[C@@]3(F)[C@@H](O)C[C@]2(C)[C@@]1(O)C(=O)COC(=O)C(C)(C)C
12. Cc1cccc2c1NC(=O)/C2=C\C(=O)c1cccs1

assay / compound,9,10,11,12
Hsp70 act,-0.2,0.1,-0.4,-0.2
STAT1 activator,106,102,113,98
STAT3 inh,6,-1,-4,-47
STAT3 activator,96,98,106,147*
NF-kB expr up,1.1,1.1,0.3,1.3
HMGR II inh,0,-6,-1,1
APP 5'UTR act,6,-2,65,-20
STAT1 blocker,-7,-2,-15,3
TLR4 MyD88 comp,.,-7,-3,7
DTT redox prof,0.5,0.6,2.1,0.2

# From compound 4 up to 12, copied from above:
4. C=C1c2cccc(O)c2C(O)=C2C(=O)[C@]3(O)C(O)=C(C(N)=O)C(=O)[C@@H](N(C)C)[C@@H]3[C@@H](O)[C@H]12
5. Cc1cccc(C)c1NC(=O)C1CCCCN1C (configuration not stated)
6. CCCCOc1ccc(CC(=O)NO)cc1
7. C/C=C(/C)C(=O)OC1c2c(ccc3ccc(=O)oc23)OC(C)(C)C1OC(=O)/C(C)=C\C (configuration not stated)
8. CCCCC1C(=O)N(c2ccccc2)N(c2ccccc2)C1=O
9. CN(C)CCOc1ccccc1Cc1ccccc1
10. O=c1cc(-c2ccc(O)cc2)oc2cc(O[C@@H]3O[C@H](CO)[C@@H](O)[C@H](O)[C@H]3O[C@@H]3OC[C@](O)(CO)[C@H]3O)cc(O)c12
11. C[C@@H]1C[C@H]2[C@@H]3C[C@H](F)C4=CC(=O)C=C[C@]4(C)[C@@]3(F)[C@@H](O)C[C@]2(C)[C@@]1(O)C(=O)COC(=O)C(C)(C)C
12. Cc1cccc2c1NC(=O)/C2=C\C(=O)c1cccs1

assay / compound,4,5,6,7,8,9,10,11,12
Hsp70 act,-0.1,0.0,-0.3,-0.1,-0.3,-0.2,0.1,-0.4,-0.2
STAT1 activator,101,88,97,91,108,106,102,113,98
STAT3 inh,.,2,-2,.,-7,6,-1,-4,-47
STAT3 activator,.,101,104,.,108,96,98,106,147*
NF-kB expr up,0.86,1,1.3,0.92,1.1,1.1,1.1,0.3,1.3
HMGR II inh,1,-3,-2,6,1,0,-6,-1,1
APP 5'UTR act,-13,-1,6,16,-4,6,-2,65,-20
STAT1 blocker,-3,13,3,9,-9,-7,-2,-15,3
TLR4 MyD88 comp,-5,11,1,-223,8,.,-7,-3,7
DTT redox prof,0.4,-0.6,0.1,-1.5,0.2,0.5,0.6,2.1,0.2

# Assay outcomes from PubChem BioAssay.
